High-throughput results from PubChem.
HepG2 tox: kills HepG2 cells in TGF-b inhibitor counter-screen; AID 588856; HepG2 CAGA-GFP viability, ATP luminescence, 18 h; 410,000 tested, 0.76% active; Potency, µM (top dose mostly 46.1 µM), without a hit: at the top dose activity change, negative = cytotoxicity, most hits filed as cytotoxic; further: potency means the concentration at half of the fitted maximal effect; some results filed as inactive show a strong effect at the top dose
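CellTiter-Glo luminescence gave cytotoxicity after 18 hours at 37 degrees C. The cells were HepG2 CAGA-GFP in 1% FBS DMEM, stimulated with 500 pg/mL TGF-beta after compound addition. %Activity was normalised to no-cell wells (complete cell-killing) and DMSO (no toxicity), and curves were fitted and classified.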
TGFb SMAD3 inh: TGF-b pathway inhibition; HepG2 CAGA-GFP TGF-b/SMAD3 reporter, GFP fluorescence, 18 h; TGF-beta stimulated, 500 pg/mL final; Potency, µM (doses to about 46.1 µM), for the others: top-dose activity, negative = inhibition, hits mostly inhibitors; 410,000 tested, 1.2% active; AID 588855; further: potency means the concentration at half of the fitted maximal effect; on the % scale 0 is the no-effect control and ±100 the full control effect; nearly all actives have a fitted effect of over 65% in size
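GFP signal (ex488/em500-530) from TGF-beta-stimulated HEPG2 CAGA-GFP cells, 500 pg/mL final, 18 h at 37 degrees C in DMEM plus 1% FBS, normalized to unstimulated and DMSO-stimulated controls.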
MmCpn inh: blocks the Methanococcus maripaludis chaperonin Mm-Cpn; purified Mm-Cpn ATPase, ADP Transcreener TR-FRET; Potency, µM (titrated, usually from 76.9 µM), for the others: top-dose activity, negative = inhibition, hits mostly inhibitors; 330,000 tested, 0.031% active; further: potency means the concentration at half of the fitted maximal effect; on the % scale 0 is the no-effect control and ±100 the full control effect; nearly all actives have a fitted effect of over 80% in size
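TR-FRET (320 nm excitation; 590 and 665 nm emission) reports ADP made from 10 uM ATP by 25 nM enzyme; compounds were preincubated 10 min, reaction run 30 min, both at 37°C.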
A549 viability: counter-screen for Nrf2 inhibitors: cytotoxicity in A549 cells. Potency, µM (top dose mostly 46 µM), without a hit: top-dose activity change, negative = cytotoxicity, most hits filed as inhibitors. 390,000 tested, 0.16% active. A549 ARE-Fluc cells, CellTiter-Fluor viability, 18-24 h; further: potency means the concentration at half of the fitted maximal effect; on the % scale 0 is the no-effect control and ±100 the full control effect
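Cytotoxicity counterscreen: CellTiter-Fluor fluorescence was measured in A549 ARE_Fluc cells after 18-24 h of compound exposure in a concentration series. The subsequent BugLite luminescent read reports ARE-luciferase activity.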
Nrf2 ARE act: activates Nrf2 signaling; AREc32 ARE-luciferase reporter (MCF7-derived line), luminescence, 24 h; Potency, µM (top dose mostly 46.1 µM), without a hit: at the highest dose activation, actives largely listed as activators; 410,000 tested, 0.31% active; further: potency means the concentration at half of the fitted maximal effect; % of control where 0% means no effect; nearly all actives have a fitted effect of over 65% in size
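Each well held 1000 AREc32 cells, which were incubated with compound for 24 hr at 37 deg C after overnight attachment, and ARE reporter activity was quantified by firefly luciferase luminescence.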
Abeta yeast res: restores growth of yeast expressing A-beta42 peptide; yeast expressing A-beta42, growth rescue, OD600, 48 h; response scale: 0% DMSO, 100% iron-clioquinol control; 410,000 tested, 0.063% active; Potency, µM (doses to about 46.1 µM), inactives show at the top dose growth rescue, actives largely listed as activators; further: potency means the concentration at half of the fitted maximal effect; nearly all actives have a fitted effect of over 55% in size
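Growth rescue measured by 600 nm absorbance after 48 h yeast culture at 30 C with compound. Values normalized between DMSO and an equimolar ferric chloride plus clioquinol control.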
CCT modulator: modulators of cytosolic chaperonin (CCT/TRiC) activity. purified chaperonin ATPase assay, HTRF ADP detection, 30 min. activity change, % (test concentration not listed), hits read low. 360,000 tested, 0.3% active. AID 651819; in the data active means activity change below about -30%; further: on the % scale 0 is the no-effect control and ±100 the full control effect
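Enzyme 40 or 20 nM (batch-dependent) in Tris pH 7.4/KCl/MgCl2/DTT; cpd 76 uM single point; ATP 10 uM; 30 min 37 °C; Transcreener ADP HTRF detection, 30 min RT; ratio 665/615.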
Nrf2 block: Nrf2 pathway inhibition; A549 ARE-Fluc reporter, luciferase luminescence, 18-24 h; Potency, µM (highest dose often 46 µM), inactives show at the highest dose activity change, negative = inhibition, usual class: inhibitors; 360,000 tested, 2.1% active; AID 504444; further: potency means the concentration at half of the fitted maximal effect; on the % scale 0 is the no-effect control and ±100 the full control effect; nearly all actives have a fitted effect of over 60% in size
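Two sequential reads on A549 ARE_Fluc cells exposed to compound for 18-24 h: a CellTiter-Fluor fluorescence read for viability, then a luciferase luminescence read for Nrf2/ARE activity.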
Akt phos inh: inhibitors of Akt phosphorylation | Neuro2A IGF-stimulated pAkt S473 HTRF, 20 min; hits give low values | activity change, % for hits at 50 µM | 360,000 tested, 0.32% active; in the data active means activity change below about -80%; inconclusive means mostly about -51% to -80%; further: on the % scale 0 is the no-effect control and ±100 the full control effect
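Neuro2A cells (4,500/well, DMEM with 0.5% FBS) were treated with compound at a single 50 µM final concentration, stimulated with 6 nM IGF for 20 min at 37 °C, and lysed. Phospho-Akt Ser473 was read by HTRF as 665/615 ratio ×10^4.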
Numbers without * were called inactive; i = inactive; ? = inconclusive; · = not tested or not shown; & = joins results of further samples; [ ] = another dose, or the depositor's remark. Unless noted, the call rests on the fitted dose curve; in most records, active means well fitted curve in the direction sought with a large enough effect; inconclusive means small, poorly fitted or top-dose-only effect, or another doubt; inactive means no such curve, though single readings can be large; an effect the other way counts as inactive or inconclusive.

SMILES	HepG2 tox	TGFb SMAD3 inh	MmCpn inh	A549 viability	Nrf2 ARE act	Abeta yeast res	CCT modulator	Nrf2 block	Akt phos inh
CCc1ccc(OCCNc2cc(N3CCNC(C)C3)ccc2[N+](=O)[O-])cc1 (stereo not given)	11µM*	?	0%	1%	-2.9%	-2%	-1.3	-24%	i
Cc1nnc(NC(=O)CSc2ccc(-c3cccnc3)nn2)s1	-1%	6%	0%	-8%	1.8%	-18%	-9.4	-6%	i
Cc1nc(-c2ccncc2)nc(NCCNc2ccc(C(F)(F)F)cn2)c1Cl	-5%	-6%	1%	11%	0.1%	-8%	-1.8	?	i
Cc1ccc(NC(=O)CCN2CCN(C)CC2)cc1	1%	-2%	-1%	10%	-0.6%	-2%	1.1	17%	i
Cc1ccccc1-n1c(-c2ccc(Cl)cc2)cnc1SCC(=O)NC1CCS(=O)(=O)C1 (stereo not given)	0%	1%	-1%	-3%	2.1%	12%	0.0	0%	i
Cc1ccc(S(=O)(=O)NCCc2cccs2)cc1	3%	-27%	0%	-4%	-0.7%	11%	0.6	-19%	i
CS(=O)(=O)N1CCC(C(=O)N2CCN(c3cccc(Cl)c3)CC2)CC1	-5%	-3%	0%	0%	-0.9%	-1%	0.8	17%	i
CN(C)C(=S)N=c1ssc(=S)n1Cc1ccco1	-48%	?	·	-10%	2.7%	-7%	-3.0	-1%	i
Cn1nc(C(=O)OCC(=O)c2ccc(Br)cc2)c2ccccc2c1=O	1%	-21%	-3%	9%	0.1%	8%	1.6	3%	i
Cc1nc(-n2nc(C)c(CCC(C)C)c2C)sc1C(=O)Nc1ccc(Cl)cc1	2%	-1%	·	4%	3.9%	13%	·	17%	·
CS(=O)(=O)Nc1ccc(-c2nnc3n2CCCCC3)cc1	-6%	-11%	-2%	8%	-0.2%	-7%	-0.9	2%	i
COc1ccc(-c2c(C#N)c(N)nc3c2CCc2ccccc2-3)cc1OC	-93%	?	-8%	·	-2.1%	-5%	-1.5	?	i
NC(Cc1ccc(C(F)(F)F)cc1)c1csc(NC(=O)Nc2ccccc2Oc2ccccc2)n1 (stereo not given)	10µM*	11µM*	·	·	-3.0%	-13%	1.7	·	i
CCN(CC)S(=O)(=O)c1ccc(OCC(=O)NC2CCS(=O)(=O)C2)c([N+](=O)[O-])c1 (stereo not given)	-2%	-13%	0%	-2%	0.1%	3%	-2.3	-13%	i
CC1=CCC2C(=O)N(c3ccc(OC(=O)c4ccco4)cc3)C(=O)C2C1 (stereo not given)	-1%	9%	1%	0%	-0.4%	-1%	0.5	8%	i

A stretch taken from the entries so far, as a working copy:
SMILES	HepG2 tox	TGFb SMAD3 inh	MmCpn inh	A549 viability	Nrf2 ARE act	Abeta yeast res	CCT modulator	Nrf2 block	Akt phos inh
CCc1ccc(OCCNc2cc(N3CCNC(C)C3)ccc2[N+](=O)[O-])cc1 (stereo not given)	11µM*	?	0%	1%	-2.9%	-2%	-1.3	-24%	i
Cc1nnc(NC(=O)CSc2ccc(-c3cccnc3)nn2)s1	-1%	6%	0%	-8%	1.8%	-18%	-9.4	-6%	i

Following part
SMILES	HepG2 tox	TGFb SMAD3 inh	MmCpn inh	A549 viability	Nrf2 ARE act	Abeta yeast res	CCT modulator	Nrf2 block	Akt phos inh
CC1CC=CC2C1C(=O)N(Cc1ccccc1)C2c1ccc(-c2ccoc2)cc1F (stereo not given)	-14%	?	·	1%	·	·	·	?	·
O=C(Cc1ccc(Cl)cc1Cl)Nc1ccc(OC(F)F)c(Cl)c1	5%	-30%	-3%	-10%	-0.3%	7%	-0.5	?	i
Cc1ccc(S(=O)(=O)CC(=O)NCc2ccccc2)cc1	8%	-1%	0%	0%	-0.5%	4%	0.0	3%	i
C[C@H]1CN([C@@H](C)CO)C(=O)CCCn2nncc2CO[C@H]1CN(C)S(=O)(=O)c1ccccc1	-5%	-1%	·	·	0.4%	-10%	2.2	·	i
COc1ccc(S(=O)(=O)N2CCCN(S(=O)(=O)c3ccc(OC)c(C)c3)CC2)cc1C	-38%	?	0%	-9%	3.6%	7%	-0.3	-16%	i
Cc1ccc2cc(C#N)c(NCCCNC(=O)C3CCCO3)nc2c1 (stereo not given)	3%	-24%	0%	·	-0.4%	21%	-0.7	-19%	i
CC(=O)c1cccc(NC(=O)CCc2nc3cccnc3n2Cc2cccs2)c1	-22%	-2%	·	?	4.1%	9%	·	·	·
C[C@@H](C(=O)NNC(=O)c1ccc(Cl)cc1)N1C(=O)C2CC=CCC2C1=O (stereo not given in full)	-5%	8%	0%	-6%	0.3%	-6%	-2.9	-2%	i
CN(C)/C=C/C(=O)c1ccccc1	-1%	-2%	-5%	-7%	10%	-40%[inhibitor]	0.2	13%	i
CC(=O)c1ccc(N2CCN(S(=O)(=O)c3ccc(-c4cc(C)no4)s3)CC2)cc1	-1%&-27%	-7%&0%	-3%	5%&-4%	-1.1%&-0.3%	-13%&-3%	1.0	?	i
O=C1CCC(C(=O)OCc2nnc(-c3ccccc3)o2)=NN1	-2%	18%	0%	0%	4.6%	-1%	-2.9	2%	i
N#C/C(=C\c1c[nH]c2ccc(Br)cc12)c1ccccn1	-91%	?	0%	?	-1.9%	-6%	0.9	-30%	i
Cc1c(Cl)cccc1NC(=O)c1ccc2c(c1)CCCN2S(C)(=O)=O	-34%	-3%	·	-11%	1.1%	8%	·	-19%	·
CCCCOC(=O)c1ccc(NC(=O)c2cc(Cl)ccc2OC)cc1	-7%	16%	0%	1%	0.1%	2%	-2.1	·	i
O=Cc1cccn1Cc1ccc(Cl)cc1Cl	-6%	-17%	0%	0%	-0.2%	12%	0.9	·	i
CCOC(=O)C1=NNC(C(=O)O)C1c1ccccc1 (stereo not given)	0%	2%	·	-7%	2.0%	8%	0.5	-2%	i
Oc1ccc(Br)cc1CN1CCCCCCC1	-3%	-1%	0%	-1%	-0.7%	-11%	-1.9	·	i
Cc1ccc(NC(=O)CN(C)C(=O)c2ccc(C(F)(F)F)cc2)cc1	-3%	-7%	1%	2%	-0.4%	0%	0.7	-1%	i
Nc1c(CO)nnn1-c1ccccc1	17%	13%	-1%	-5%	0.1%	-8%	-0.1	3%	i
CCOc1ccc(C(=O)/C=C/c2cn(CC(O)CN3CCCCCC3)c3ccccc23)cc1 (stereo not given)	11µM*	?	·	?	16%	-15%	·	23%	·
Cc1ccc(C(=O)COC(=O)C(CC(C)C)NC(=O)C2CCC(C)CC2)cc1 (stereo not given)	7%	30%	·	-22%	0.6%	-11%	·	?	·
CCOc1cc(NC(=S)NCC(C)C)c(OCC)cc1NC(=O)c1ccco1	-5%	-1%	1%	2%	5.5%	-1%	-0.3	?	i
Cc1ccccc1-c1nc(CS(=O)CC(=O)NC2CCCC2)c(C)o1 (stereo not given)	7%	-6%	-1%	1%	0.1%	-9%	-0.5	11%	·
Cc1cccc(C(=O)NNC(=O)C2CCN(C(=O)OC(C)(C)C)CC2)c1	-2%	27%	0%	0%	-3.2%	5%	-3.7	-12%	i
COc1ccc(C(NC(C)=O)c2cc(Cl)c3cccnc3c2O)cc1OC (stereo not given)	-38%&-22%	?	-1%	-8%	-0.2%	19%	-0.1	?	i
O=C(COc1ccc(Cl)cc1Cl)NNC(=S)Nc1ccc(F)cc1	-23%	-2%	4%	?	-0.4%	19%	0.4	?	i
COc1ccc(C(=O)Nc2ccc(F)cc2F)cc1	-32%	-10%	-1%	-9%	-0.3%	-9%	-1.9	?	i
CCN1CCN(c2ccc(NC(=O)c3ccc(OC)c(S(=O)(=O)N4CCCC4)c3)cc2)CC1	-4%	-14%	0%	-2%	-0.2%	-8%	-1.5	-3%	i
O=C1OCC(c2ccc(Cl)s2)=C1c1ccccc1[N+](=O)[O-]	-9%	-1%	0%	6%	0.1%	-18%	0.2	-7%	i
Cc1ccc(-n2c(=O)c3c(cnn3C)n(CC(=O)Nc3cccc(Cl)c3)c2=O)cc1	2%	-26%	·	-7%	0.5%	-6%	·	0%[9.27 µM]	·
COc1cc(NC(=O)C2CCCN(S(=O)(=O)c3cccc4nsnc34)C2)cc(OC)c1 (stereo not given)	-31%	1%	-5%	-13%	0.2%	1%	1.3	?	i
NC1=NC(c2ccccc2)CC(=O)N1 (stereo not given)	15%	13%	·	-2%	-0.2%	11%	0.4	2%	i

Sorted by length of the SMILES (highest first): 3 of the compounds above
SMILES	HepG2 tox	TGFb SMAD3 inh	MmCpn inh	A549 viability	Nrf2 ARE act	Abeta yeast res	CCT modulator	Nrf2 block	Akt phos inh
Cc1ccccc1-c1nc(CS(=O)CC(=O)NC2CCCC2)c(C)o1 (stereo not given)	7%	-6%	-1%	1%	0.1%	-9%	-0.5	11%	·
CN(C)C(=S)N=c1ssc(=S)n1Cc1ccco1	-48%	?	·	-10%	2.7%	-7%	-3.0	-1%	i
O=Cc1cccn1Cc1ccc(Cl)cc1Cl	-6%	-17%	0%	0%	-0.2%	12%	0.9	·	i

Part of the list above, reformatted.
SMILES,HepG2 tox,TGFb SMAD3 inh,MmCpn inh,A549 viability,Nrf2 ARE act,Abeta yeast res,CCT modulator,Nrf2 block,Akt phos inh
CCOc1ccc(C(=O)/C=C/c2cn(CC(O)CN3CCCCCC3)c3ccccc23)cc1 (stereo not given),11µM*,?,·,?,16%,-15%,·,23%,·
CCOC(=O)C1=NNC(C(=O)O)C1c1ccccc1 (stereo not given),0%,2%,·,-7%,2.0%,8%,0.5,-2%,i
